CRFBP-R2 block = antagonists of CRF-BP/CRF-R2 complex, primary screen, cell-based, HEK293, calcium dye fluorescence, uHTS; CRF-induced calcium fluorescence; inhibition, % at 11.8 µM; 350,000 compounds, 0.59% hits; AID 588475, 2011;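 active = inhibition of the ligand-induced calcium signal above about 50% at the single tested concentration, limit read from the data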
HCV NS3 hel inh = inhibitors of HCV NS3 helicase, primary screen, biochemical, Cy5 molecular beacon fluorescence; NS3 helicase DNA unwinding; inhibition, % at 10.9 µM; 290,000 compounds, 0.56% hits; AID 1800, 2009;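 active = inhibition above the mean of all tested compounds plus 3 SD, set per campaign, cut at about 35% in these data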;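 note: 0% = DMSO wells and 100% = thioflavine S control wells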
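assay system = NS3 helicase fragment of HCV | buffer or medium = MOPS pH 6.5, MgCl2, DTT, Tween20, BSA | timing = 60 min unwinding reaction at 25 °C after ATP addition | signal = Cy5 beacon fluorescence read at start and 1 h | read-out basis = % inhibition of unwinding | control set = low DMSO, high thioflavine S at 110 µM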
IMP-1 inhibitor = IMP-1 metallo-beta-lactamase inhibitors, primary screen, biochemical, epi-absorbance readout, Pseudomonas aeruginosa enzyme; purified IMP-1, nitrocefin hydrolysis, epi-absorbance fluorescence; inhibition, % at 5.6 µM; 290,000 compounds, 0.45% hits; AID 1556, 2009;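 active = inhibition above the mean plus 3 SD of all compounds in the same screening run, cut at about 4.5% in these data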;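 note: 0% = IMP-1 with DMSO and 100% = DMSO wells lacking enzyme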
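System: purified IMP-1; amount: IMP-1 0.2 nM before substrate addition; compound: single dose, 5.6 µM; times: 25 °C, 15 min preincubation, 25 min reaction; signal: Epi-absorbance via hydrolysed-nitrocefin quenching of white-plate fluorescence, 480/530 nm, EDTA stop; benchmarks: DMSO with and without IMP-1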
IDE act = human IDE activators in live cells, primary screen, fluorescence polarization, HEK cells, FAbeta-B substrate; FAbeta-B cleavage; 0% vehicle, 100% cell-free pure enzyme wells; activation, % at 5.96 µM; 340,000 compounds, 0.073% hits; AID 493087, 2011;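 active = activation above the mean of all tested compounds plus 3 SD, set per screening campaign, cut at about 17% in these data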
pCIP destab = p/CIP-EGFP fusion destabilizers, primary screen, fluorescence, F442A cells; decrease of EGFP signal, % at 10 µM; AID 1984, 2009; 16 h; 290,000 compounds, 0.01% hits;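 active = EGFP signal decrease of at least 30% at 10 µM or well 3 SD below plate mean, unless failing retest; inactive = the rest, including hits failing retest or dose response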; note: some compounds called inactive have numbers as strong as hits; many of its hits are not listed in these tables
SUMO HTRF inh = inhibitors of in vitro SUMOylation cascade, primary screen, biochemical, HTRF, uHTS | HTRF SUMOylation assay, SAE1/SAE2 + UBC9 | inhibition, % at 35 µM | 290,000 compounds, 0.36% hits | AID 2006, 2009; in the data active = inhibition above about 50%, passing the limit was not always enough; note: strong numbers were not always called active
Target sequence (P63279 whole entry, looked up): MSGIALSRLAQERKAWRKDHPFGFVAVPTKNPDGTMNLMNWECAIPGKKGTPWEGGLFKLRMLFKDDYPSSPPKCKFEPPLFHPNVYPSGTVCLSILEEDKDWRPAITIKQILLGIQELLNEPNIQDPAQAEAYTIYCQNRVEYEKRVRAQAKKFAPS
IDE inh = human IDE inhibitors in live cells, primary screen, fluorescence polarization, HEK cells, FAbetaB substrate | Insulin-degrading enzyme (Homo sapiens), P14735 | FAbetaB cleavage | inhibition, % at 5.59 µM | 320,000 compounds, 0.41% hits;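 active = percent inhibition above the average of all tested compounds plus 3 SD, set per screening campaign, cut at about 16% in these data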;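 note: IDE supplied by intact live HEK cells; FP after avidin binding of uncleaved biotin substrate so inhibition keeps polarization high; 0% = DMSO wells and 100% = 60 µM reference IDE inhibitor Ii1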
VIM-2 inhibitor = VIM-2 metallo-beta-lactamase inhibitors, primary screen, biochemical, epi-absorbance readout, Pseudomonas aeruginosa enzyme. purified VIM-2, nitrocefin hydrolysis, epi-absorbance fluorescence. inhibition, % at 5.6 µM. 290,000 compounds, 0.89% hits;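 active = inhibition above the mean of all tested compounds plus 3 SD, cutoff set per screening run, cut at about 7.5% in these data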;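 note: red hydrolysis product quenches plate fluorescence so inhibitors raise well fluorescence; 0% = enzyme with DMSO and 100% = DMSO without enzyme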
GalR3 antag = GalR3 antagonists in HEK293 cells, primary screen, cell-based, fluorescence readout; inhibition, % at 3 µM; Galanin receptor type 3 (Homo sapiens), O60755; 360,000 compounds, 0.44% hits; HEK293 GalR3-CNG cAMP membrane potential fluorescence; galR3 body fused to GalR1 C-terminus;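 active = inhibition above the screen-wide average plus 3 SD, cut at about 13% in these data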;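 note: forskolin and galanin both at EC90 stimulate the cells; cAMP rise reported by CNG channel membrane potential dye signal; 0% = forskolin plus galanin with DMSO and 100% = forskolin alone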
Target sequence (O60755 1-299 limits assumed): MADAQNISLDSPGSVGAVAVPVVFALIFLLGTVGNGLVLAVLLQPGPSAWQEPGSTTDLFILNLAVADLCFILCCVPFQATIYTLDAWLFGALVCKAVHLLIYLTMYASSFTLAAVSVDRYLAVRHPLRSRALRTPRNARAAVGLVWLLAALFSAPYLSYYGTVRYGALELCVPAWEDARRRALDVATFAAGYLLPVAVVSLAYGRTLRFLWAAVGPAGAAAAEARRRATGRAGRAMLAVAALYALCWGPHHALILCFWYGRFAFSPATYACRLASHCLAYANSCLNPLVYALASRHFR
The depositor's hits bear a star; / = not tested or not shown. No enrichment for hits; about 3.2% have a hit in one of these screens.

SMILES	CRFBP-R2 block	HCV NS3 hel inh	IMP-1 inhibitor	IDE act	pCIP destab	SUMO HTRF inh	IDE inh	VIM-2 inhibitor	GalR3 antag
COC(C[C@H]1O[C@H]1C(=O)[C@H](C)OCc1ccccc1)OC	4.9	/	/	-1.4	/	/	-1.5	/	-3.3
COc1ccccc1-n1cnc2cc(C(=O)N3CCOCC3)ccc21	12.8	-3.8	-1.6	8.0	-21.1	/	-6.8	-0.4	-8.8
CC1CN(CCOCCOc2ccccc2-c2ccccc2)CC(C)O1 (stereo not given)	-4.8	-20.1	-2.4	-2.2	1.4	3.1	4.1	-3.4	-9.9
CCC1(CC)NC(=O)N(CC(=O)N2CCN(c3ccccc3F)CC2)C1=O	5.2	/	/	3.5	/	/	-1.5	/	-6.4
COc1cccc(CNC(=O)CCS(=O)(=O)Cc2ccc(C)cc2)c1	0.2	2.5	-4.7	0.4	-11.1	19.6	2.1	-3.6	-6.9
Cc1cc(=O)oc2c(C)c(OC(C)C(=O)NC(Cc3c[nH]c4ccc(O)cc34)C(=O)O)ccc12 (stereo not given)	-1.7	15.7	-2.6	5.8	-2.5	13.2	2.4	0.4	-4.4
CN(CC(CC(=O)Nc1nncs1)c1ccccc1)S(=O)(=O)c1ccc(Br)cc1 (stereo not given)	3.4	5.4	-4.5	3.2	-13.5	11.5	4.7	-3.9	-1.1
CC(=O)Oc1c(C)c(C)c2c(c1C)CCC(C)(CCCC(C)CCCC(C)CCCC(C)C)O2 (stereo not given)	28.7	/	/	1.9	/	/	5.5	/	-3.5
CCOc1ccc(NC(=O)CN(c2ccc(C)cc2)S(=O)(=O)c2c(C)nn(C)c2C)cc1	-18.9	15.6	0.2	4.3	-16.0	11.2	0.6	-0.1	0.4
COc1ccc(N2CCN(C(=O)c3ccccc3NC(=O)c3ccccc3)CC2)cc1	11.6	2.0	-5.0	3.1	-6.5	-3.6	6.9	-2.1	-2.7
COc1cc(C(=O)NC2CCN(Cc3ccccc3)CC2)cc(Cl)c1OC	-13.2	-17.4	0.5	0.6	1.2	6.2	0.9	0.3	-9.9
O=C(CSc1ccc(-c2ccccc2)nn1)N1CCN(c2ccccc2)CC1	1.8	-7.9	-5.6	-1.0	10.8	-15.6	2.1	-4.5	-1.4
COc1ccccc1NS(=O)(=O)c1ccc(Br)s1	-5.4	2.3	-2.4	2.7	-4.3	-28.1	4.7	-1.3	-5.3
O=C(NCC1CCCN(C(=O)Cc2ccccc2Cl)C1)c1ccc(F)cc1 (stereo not given)	2.0	27.0	1.3	6.3	-1.3	-0.4	0.7	2.5	-7.6
O=C(CSc1nnc(-c2ccc(C(F)(F)F)cn2)o1)Nc1cccc(Cl)c1	1.8	5.7	-1.9	4.2	-14.8	-9.1	3.9	-4.8	5.1
CC(C)c1nc(SCC(=O)N2CCCCCC2)c2c(=O)n(C)c(=O)n(C)c2n1	-0.6	2.7	0.0	0.2	-14.8	23.4	0.0	2.9	-3.1
CC(=O)c1ccc(Cl)c(Cl)c1Cl	19.1	/	/	0.6	/	/	1.3	/	-2.0
Cc1ccc(C(c2sc3nc(C)nn3c2O)N2CCN(CCO)CC2)cc1 (stereo not given)	18.2	/	/	2.1	-7.3	-2.9	3.6	/	/
O=C(CCC(=O)c1cccs1)c1cccs1	7.2	2.7	4.6*	-1.1	-3.7	-1.4	-0.9	-2.4	-3.7
CCc1ccc(NC(=O)Cn2ccn(-c3cccc(Cl)c3)c(=O)c2=O)cc1	15.1	-7.3	-2.3	-4.4	0.4	8.1	-2.3	-0.9	3.4
CCN1C(=O)/C(=C/C=C2\N(CC)c3cc(S(=O)(=O)N(C)C)ccc3N2c2ccccc2)SC1=S	-51.5	-0.2	-1.6	-36.5	-613.0	-6.9	18.1*	-1.9	-4.8
Cc1ccc(CN(C)C(=O)c2cccc(S(=O)(=O)N3CCc4ccccc4C3)c2)o1	2.7	/	/	2.2	/	/	1.7	/	-4.6
Cc1cc(C(=O)COC(=O)/C=C/c2ccc(F)cc2)c(C)n1C	4.0	/	/	-4.3	/	/	1.6	/	-7.8
CCN(CC(=O)Nc1c(F)cccc1F)C(=O)c1ccc(NC(=O)CC2SC(N3CCCC3)=NC2=O)cc1 (stereo not given)	1.4	/	/	-4.1	/	/	10.3	/	-2.8
CC(=O)Nc1ccc(/C=N/NC(=O)CNS(=O)(=O)c2ccccc2)cc1	-0.2	-0.2	-3.6	1.6	-9.2	5.0	-4.5	-3.4	-2.9
Carrying on:
SMILES	CRFBP-R2 block	HCV NS3 hel inh	IMP-1 inhibitor	IDE act	pCIP destab	SUMO HTRF inh	IDE inh	VIM-2 inhibitor	GalR3 antag
CSc1ncccc1C(=O)OCC(=O)N1CCN(S(=O)(=O)c2ccc(C)cc2C)CC1	7.9	/	/	0.2	/	/	-4.1	/	-2.8
Cc1nc2ccccc2c(=O)n1/N=C/c1ccc(F)cc1	11.1	7.8	-2.5	0.9	-14.0	9.0	5.5	-0.3	-8.7
Cn1c(SCC(=O)c2ccc3c(c2)OCCO3)nnc1C1CC1	-3.2	-1.5	-0.2	-6.8	-17.8	8.6	-0.5	-3.6	-4.0
CCOC(=O)c1c(C)c(C(=O)Nc2cc(F)ccc2F)c(C)n1C	-12.2	1.6	-1.3	2.0	-2.4	2.4	5.6	-1.6	3.6
C[N+](C)(CC#Cc1ccccc1)CC(=O)c1ccc(Cl)cc1	-10.2	1.5	-1.9	1.9	15.7	-12.2	0.0	0.0	-2.5
CCOC(=O)c1c(C)[nH]c(N=Nc2ccc(C)cc2)c1C	-42.3	2.8	-3.9	-6.2	0.6	-18.8	0.3	-4.4	2.9
COc1ccc(OC)c2[nH]c(=O)c(CCNC(=O)C(C)(C)C)cc12	-0.6	-0.4	-1.8	1.7	-12.3	23.1	0.0	-0.9	0.2
O=C(COc1ccc2ccccc2c1)NCC1CCCO1 (stereo not given)	-4.2	-2.7	0.2	2.8	-2.8	10.2	-3.9	0.3	-5.6
COc1cc(/C=N/n2cnc3scc(-c4cccs4)c3c2=O)cc(OC)c1OC	-12.1	-16.3	-4.1	5.3	-4.9	10.7	-0.1	-0.3	-2.0
O=C(c1ccccc1)c1ccc(OCC(O)CN2CCCC2)cc1 (stereo not given)	-7.8	-14.7	-3.0	4.3	-18.5	11.1	0.1	-1.0	-4.1
CCc1ccc(NC(=O)NNC(=O)c2ccc3ccccc3c2O)cc1	0.1	2.6	-2.2	2.7	-25.5	2.0	/	-6.9	1.9
Cc1ccc(/C=N/N2CCN(Cc3ccc(C)cc3)CC2)cc1	-6.8	-5.4	-3.1	3.8	-6.9	0.1	12.8	-3.4	-5.3
C/C(=N\NC(=O)CN1CCCCC1)c1ccccc1O	4.3	3.6	-3.3	2.6	-1.1	27.9	2.0	-3.8	-8.4
CCOC(=O)c1cc(-c2ccc(N3CCOCC3)cc2)nn1-c1ccccc1C(=O)O	12.9	14.2	22.5*	4.9	-10.8	35.5	1.1	0.9	-1.5
CC1CCCN(C(=O)c2ccc([N+](=O)[O-])o2)C1 (stereo not given)	-10.0	1.8	-1.4	-0.7	-19.2	8.3	3.2	-1.2	-2.1
NC(=O)CC[C@H](NC(=O)c1ccc(Cl)cc1)C(=O)NNC(=O)COc1cccc(Br)c1	3.2	/	/	1.3	/	/	3.4	/	-2.2
CCC(C)(C)NC(=O)CN(C(=O)CCC(=O)Nc1nccs1)c1ccc2c(c1)OCO2	-2.5	2.2	-3.3	5.5	-5.1	5.3	-1.7	-4.1	-5.2
CC1(c2nnc(-c3ccc(F)cc3)o2)CC(c2cccc(Cl)c2)=NO1 (stereo not given)	-5.4	/	/	3.1	5.3	-27.2	2.0	/	-3.3
Cc1cc(-c2nc3ncccc3o2)ccc1NC(=S)NC(=O)c1ccco1	-3.4	1.4	-1.9	-3.6	-5.1	16.6	-2.2	-1.3	4.5
Cc1ccnc(NC(=O)C2CCN(S(=O)(=O)c3cccc4nonc34)CC2)c1	-5.3	6.7	-4.8	1.1	-8.0	8.9	-0.2	-2.0	1.0
CCOc1ccc(OCC)c(NC(=O)CN2CCN(C(=O)c3ccco3)CC2)c1	-5.2	1.2	1.0	-1.7	-2.7	3.3	0.4	1.1	-0.2
Cc1ccccc1-c1cc(C(=O)NCc2ccco2)n(CC2CC(c3cccnc3)=NO2)n1 (stereo not given)	1.1	/	/	5.3	/	/	-2.0	/	-2.2
COc1ccccc1N1CCN(C(=O)c2ccc(CN3CCOCC3)cc2)CC1	-1.7	-15.0	-2.6	-1.7	8.0	-0.6	4.0	-3.4	-6.7
COc1cccc(CNC(=O)C2CCCN(C(=O)c3ccc(Cl)cc3)C2)c1 (stereo not given)	-0.3	/	/	3.0	/	/	-3.0	/	-2.2
Cc1cc(-c2n[nH]c(=S)n2/N=C/C=C/c2ccccc2)n[nH]1	23.5	-4.9	-4.4	0.9	2.3	-6.7	6.3	-0.2	-2.9
(next part)
SMILES	CRFBP-R2 block	HCV NS3 hel inh	IMP-1 inhibitor	IDE act	pCIP destab	SUMO HTRF inh	IDE inh	VIM-2 inhibitor	GalR3 antag
COc1cc(OC)c(OC)cc1/C=C1\SC(N2CCCCC2)=NC1=O	-3.4	8.0	-2.6	4.6	-10.6	2.5	1.7	-1.3	-6.2
CC1=C(C(=O)N2CCOCC2)C(c2ccc(C)cc2)NC(=S)N1 (stereo not given)	2.1	-8.8	-0.8	6.2	-2.3	-2.5	0.9	-0.2	-4.0
COc1ccc(S(=O)(=O)NCC(=O)NCc2cc(=O)n(C)c(=O)n2C)cc1	5.8	-2.0	0.2	4.6	0.4	1.9	1.3	0.1	-6.5
Cc1c(C)n2c(SCC(=O)N3CC(C)OC(C)C3)nnc2[nH]c1=O (stereo not given)	-0.9	/	/	-1.2	/	/	4.6	/	1.9
O=C(c1cccc(S(=O)(=O)NCc2ccccc2)c1)N1CCCC(C(F)(F)F)C1 (stereo not given)	-3.2	/	/	0.6	/	/	-0.3	/	-4.5
CCc1c(C(C)O)oc2ccc3c(C)cc(=O)oc3c12 (stereo not given)	/	-1.9	-1.9	/	-10.3	22.8	/	2.0	-1.4
Cc1ccc(S(=O)(=O)N/N=C/c2ccc(OCC(=O)N3CCOCC3)cc2)cc1	-4.8	0.3	-2.1	-0.6	-15.6	19.8	-0.4	-0.9	-5.2

By substructure: the compounds so far with a CF3 group
SMILES	CRFBP-R2 block	HCV NS3 hel inh	IMP-1 inhibitor	IDE act	pCIP destab	SUMO HTRF inh	IDE inh	VIM-2 inhibitor	GalR3 antag
O=C(CSc1nnc(-c2ccc(C(F)(F)F)cn2)o1)Nc1cccc(Cl)c1	1.8	5.7	-1.9	4.2	-14.8	-9.1	3.9	-4.8	5.1
O=C(c1cccc(S(=O)(=O)NCc2ccccc2)c1)N1CCCC(C(F)(F)F)C1 (stereo not given)	-3.2	/	/	0.6	/	/	-0.3	/	-4.5
